SUMO1-SIM PPI – modulators of SUMO1 protein-protein interactions, primary screen, biochemical, uHTS. 360,000 tested, 0.33% active. inhibition, % at 20 µM. SUMO1 binding to a labelled peptide, TR-FRET, 1 h. Small ubiquitin-related modifier 1 (Homo sapiens), P63165; in the data active = inhibition above about 37%
Target sequence (P63165 whole entry, looked up): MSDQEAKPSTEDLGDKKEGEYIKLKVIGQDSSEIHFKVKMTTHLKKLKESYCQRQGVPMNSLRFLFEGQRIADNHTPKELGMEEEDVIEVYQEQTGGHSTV
STEP inh – STEP phosphatase inhibitors, primary screen, biochemical, fluorescence intensity, uHTS; AID 588621, 2011; inhibition, % at 20 µM; recombinant STEP, OMFP fluorogenic substrate; Tyrosine-protein phosphatase non-receptor type 5 (Homo sapiens), P54829; 360,000 tested, 0.25% active;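 active = inhibition at 20 µM, scaled per plate between control wells, above about 37%, limit read from the data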;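 also: 0% = DMSO with enzyme and substrate and 100% = substrate only without enzyme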
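Test system: STEP tyrosine phosphatase / Reagent: OMFP at 25 µM / Doses: 20 µM, 1% DMSO / Read-out: percent inhibition scaled to no-enzyme and uninhibited-enzyme controls, plate-pattern corrected / Detection: FITC-channel fluorescence of OMFP product / Medium: Bis-Tris buffer pH 6.0, 2.5 mM DTT, 0.005% Tween 20 / Schedule: 20 min at room temperature, dark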
MsrA inhibitor – bovine MsrA enzyme inhibitors, primary screen, biochemical, absorbance, HTS; Methionine sulfoxide reductase A (Bos taurus); purified bovine MsrA, absorbance read-out; inhibition, % at 15.5 µM; 360,000 tested, 0.75% active; AID 651718, 2012; in the data active = inhibition above about 4.5%;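 also: 0% = vehicle wells with enzyme and 100% = reference inhibitor wells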
NRP1-CendR mod – modulators of CendR peptide binding to NRP-1, primary screen, biochemical, fluorescence polarization, uHTS; 360,000 tested, 0.85% active; Neuropilin-1 (Homo sapiens), O14786; AID 602438, 2012; FAM-RPARPAR peptide binding to NRP-1; inhibition, % at 25 µM;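 active = inhibition or corrected inhibition above about 18%, plus a signal ratio from 0.5 to 1.5, limit read from the data, passing the limit was not always enough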; also: strong numbers were not always called active
Scp1 inh – Scp-1 phosphatase inhibitors, primary screen, biochemical, colorimetric, uHTS | Carboxy-terminal domain RNA polymerase II polypeptide A small phosphatase 1 (Homo … | Recombinant Scp1, phosphopeptide, malachite green phosphate absorbance | inhibition, % at 20 µM | 340,000 tested, 0.88% active;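 active = inhibition above about 50% at 20 µM, limit read from the data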;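 also: plate controls were DMSO wells with enzyme for no effect and wells lacking enzyme for full effect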
Target sequence (Q9GZU7 76-261 limits assumed): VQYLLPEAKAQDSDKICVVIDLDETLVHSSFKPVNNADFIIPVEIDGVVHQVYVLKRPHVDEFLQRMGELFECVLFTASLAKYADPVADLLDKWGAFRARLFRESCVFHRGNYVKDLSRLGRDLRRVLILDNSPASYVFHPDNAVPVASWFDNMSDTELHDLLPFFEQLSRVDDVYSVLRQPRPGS
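Assay system: SCP-1 catalytic fragment, aa 76-261 | Buffer or medium: Tris acetate buffer pH 5.5 with MgCl2 and Tween-20 | Compound: One concentration, 20 µM, with 1.0% DMSO | Also added: Phospho 17-mer peptide substrate | Signal: Absorbance at 630 nm | Incubation: 45 min enzyme reaction at room temperature | Measure: % inhibition of SCP-1 phosphate liberation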
LMPTP inh – LMPTP phosphatase inhibitors, primary screen, biochemical, fluorescence intensity, uHTS; Low molecular weight phosphotyrosine protein phosphatase (Homo sapiens), P24666; recombinant LMPTP-A, OMFP fluorogenic substrate; inhibition, % at 20 µM; 360,000 tested, 0.22% active; AID 651560, 2012;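 active = compounds that cut the enzyme signal by at least half of the control window in the single-dose screen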;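 also: plate controls were DMSO wells with enzyme plus substrate for no effect and substrate without enzyme for full effect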
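Material: LMPTP-A; amount: 0.625 nM enzyme; doses: single 20 µM dose; times: reaction 50 min, room temperature, dark; technique: fluorescence intensity of OMFP turnover product; benchmarks: no-enzyme and uninhibited controls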
DNMT1 block – human DNMT1 methyltransferase inhibitors, primary screen, biochemical, molecular beacon, fluorescence, HinP1I cleavage, uHTS | DNA (cytosine-5)-methyltransferase 1 (Homo sapiens), P26358 | inhibition (reported as % activation of signal), % at 10 µM | 360,000 tested, 0.83% active | AID 588458, 2011; in the data active = inhibition above about 50%
eLon inh – inhibitors of E. coli Lon protease, primary screen, biochemical, fluorescence polarization; AID 602123, 2011; P0A9M0; purified E. coli Lon protease; inhibition, % at 7.94 µM; 360,000 tested, 0.42% active; in the data active = inhibition above about 13%, passing the limit was not always enough;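 also: 0% = enzyme with probe and DMSO and 100% = no enzyme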
Target sequence (P0A9M0 whole entry, looked up): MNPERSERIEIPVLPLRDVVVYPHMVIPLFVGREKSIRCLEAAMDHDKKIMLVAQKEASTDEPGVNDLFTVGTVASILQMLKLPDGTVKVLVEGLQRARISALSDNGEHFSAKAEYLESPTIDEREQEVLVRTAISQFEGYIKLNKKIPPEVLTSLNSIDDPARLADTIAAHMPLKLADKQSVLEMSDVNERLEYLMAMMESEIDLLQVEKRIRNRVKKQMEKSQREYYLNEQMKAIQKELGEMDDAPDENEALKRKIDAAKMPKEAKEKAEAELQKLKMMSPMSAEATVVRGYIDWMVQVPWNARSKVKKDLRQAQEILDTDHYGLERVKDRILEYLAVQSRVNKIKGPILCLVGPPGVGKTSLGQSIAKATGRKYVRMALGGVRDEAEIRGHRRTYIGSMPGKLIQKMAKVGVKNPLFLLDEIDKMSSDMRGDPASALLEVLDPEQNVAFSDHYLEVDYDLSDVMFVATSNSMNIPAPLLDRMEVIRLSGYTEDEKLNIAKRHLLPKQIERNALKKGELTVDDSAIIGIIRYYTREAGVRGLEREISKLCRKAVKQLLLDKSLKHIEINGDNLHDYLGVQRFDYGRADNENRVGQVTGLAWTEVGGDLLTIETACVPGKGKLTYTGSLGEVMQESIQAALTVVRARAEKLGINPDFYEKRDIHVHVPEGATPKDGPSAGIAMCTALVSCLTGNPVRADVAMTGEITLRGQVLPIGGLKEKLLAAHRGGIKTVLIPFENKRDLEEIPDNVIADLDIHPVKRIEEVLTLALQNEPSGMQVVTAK
bovine MsrA act – bovine MsrA enzyme activators, primary screen, biochemical, absorbance, HTS; AID 602163, 2012; activation, % at 10.6 µM; 360,000 tested, 0.3% active; Methionine sulfoxide reductase A (Bos taurus); purified bovine MsrA, absorbance read-out; in the data active = activation above about 7.5%;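 also: 0% = vehicle and 100% = reference activator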
TbMetRS inhib – T. brucei MetRS inhibitors, primary screen, biochemical, luminescence; methionyl-tRNA synthetase (Trypanosoma brucei brucei); purified T. brucei MetRS, ATP depletion, Kinase-Glo luminescence; inhibition, % at 11.9 µM; 360,000 tested, 0.4% active;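 active = inhibition above a per-plate cutoff of the control wells' mean inhibition plus 3 SD, cut at about 5.5% in these data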;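 also: 0% = DMSO wells median and 100% = median of wells with control inhibitor compound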
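Test system: purified T. brucei MetRS enzyme. Also added: ATP, methionine and E. coli bulk tRNA substrates. Compound: 11.9 µM single point. Schedule: 15 min enzyme-compound preincubation, 2 h reaction, 10 min detection, 25 °C. Signal: luciferase luminescence of residual ATP, Kinase-Glo. Evaluation: percent inhibition versus plate control medians. Controls: DMSO wells, low control.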
Starred values were filed as active, the others as inactive; x = no result given.

smiles	SUMO1-SIM PPI	STEP inh	MsrA inhibitor	NRP1-CendR mod	Scp1 inh	LMPTP inh	DNMT1 block	eLon inh	bovine MsrA act	TbMetRS inhib
C[C@@H]1O[C@@H](OC[C@H]2O[C@@H](Oc3cc(O)c4c(=O)cc(-c5ccc(O)c(O)c5)oc4c3)[C@H](O)[C@@H](O)[C@@H]2O)[C@H](O)[C@H](O)[C@H]1O	-20	3	x	-13	-8	2.7	8	1	-4	-0.1
FC(F)(F)c1cc(C(F)(F)F)c2ccc(N3CCN(c4ncccn4)CC3)nc2n1	-5	2	-0.8	-12	-6	-2.1	17	3	-1	0.6
COc1cc(/C=N/NC(=O)c2nnn(-c3nonc3N)c2C(C)C)ccc1OCc1ccc(F)cc1	-6	2	1.6	4	-6	5.8	-15	-4	-5	-0.1
CCOC(=O)c1sc(N(C)C)nc1-c1ccccc1	-2	1	2.3	-1	4	1.4	5	6	-3	-0.3
CNc1nc(N)nc(-c2cc(Cl)ccc2OC)n1	4	0	-0.8	9	-6	-0.3	1	-2	-4	-0.7
CCCCN(C)S(=O)(=O)c1c(C)[nH]c(=O)[nH]c1=O	2	-1	0.0	-4	-11	-2.0	2	-6	-3	-0.1
CCOC(=O)c1c(CN(C)C)n(C)c2ccc(OC(C)=O)cc12	1	-4	1.1	6	20	0.1	-1	-4	2	0.4
CCN(Cc1ccncc1)Cc1c(O)ccc2cc(Br)ccc12	-6	0	-0.7	13	-11	1.0	-23	-3	-6	-0.9
Cc1cc(C)c(NC(=O)Nc2ccccc2)c(Cl)c1	2	2	1.5	-9	-3	0.5	1	-3	-1	0.5
Cc1cc2ncc(-c3ncc(C(F)(F)F)cc3Cl)cn2n1	-2	1	0.5	-2	-7	-0.8	3	8	-4	0.0
CN(c1ccccc1)S(=O)(=O)c1cc(C(=O)Nc2ccccc2N2CCOCC2)ccc1Cl	-2	-2	1.0	4	-7	3.5	-6	-1	-1	-0.2
O=C(O)C1CCCN1C(=O)c1cncc(Br)c1 (stereo unspecified)	-1	1	-0.5	18	-8	0.2	0	-7	0	-0.4
Cc1cc(C)c(C)c(S(=O)(=O)NC(C)C(=O)O)c1C (stereo unspecified)	-1	1	1.1	-2	3	-1.8	-1	-9	-7	-0.5
O=C(O)CCc1ccccc1OC(=O)c1ccccc1	3	-1	0.5	1	-7	-0.5	0	-3	-3	0.7
O=C(Nc1cccc(Br)c1)/C(=C\c1cccnc1)NC(=O)c1ccco1	-2	-2	0.7	-3	3	1.5	-5	-4	-6	-1.1
Cc1ccccc1NC(=O)c1ocnc1C	-2	-1	0.4	14	-5	-0.2	3	-3	-2	0.4
O=C(NCCCn1ccnc1)c1cc(-c2cccc(O)c2)on1	7	-2	-0.7	-10	9	-2.3	2	-7	-10	-1.2
Cc1cc(C)nc(NC(=O)CCCC(=O)O)c1	-1	-15	-0.3	22	-2	-2.5	0	9	-4	-0.6
CN(CC1CCCO1)S(=O)(=O)c1ccc(C(=O)Nc2nc(-c3ccccn3)cs2)cc1 (stereo unspecified)	8	2	x	-12	-8	2.4	-3	1	-4	-0.7
COc1ccc(NC(=O)c2cccnc2)c(OC)c1	-3	-11	-1.1	6	-1	-0.9	-1	-5	-4	-0.7
CCOC=C1C(=O)N(C(C)=O)c2cc(OC)c(OC)cc21	-8	-2	4.0	12	-10	-0.6	1	-10	-2	-0.2
Cc1ccc(C(c2cc(Cl)c3cccnc3c2O)N2CCN(C)CC2)cc1 (stereo unspecified)	-2	0	x	2	-12	-1.1	-4	-5	-5	-0.3
CCOc1ccc(NC(=O)c2c[nH]n3c(=O)cc(C4CCN(C(=O)OC(C)(C)C)CC4)nc23)cc1	4	3	0.1	-24	-8	2.4	-10	-4	-3	-0.8
COC(=O)c1ccccc1NC(=S)NC(=O)CC(C)C	-6	-2	0.1	2	0	0.1	9	1	-1	-0.4
CC(=O)c1ccc(N2CCc3ccccc3C2)c([N+](=O)[O-])c1	-34	1	1.5	12	-11	1.0	-6	-8	-2	-0.2
CCc1nc2c(OCC3COc4ccccc4O3)cccn2c1N(C)C(=O)c1ccccc1F (stereo unspecified)	9	3	0.3	-14	x	0.0	-3	-6	-3	-0.2
COc1cccc(C2c3c(oc4ccc(F)cc4c3=O)C(=O)N2CCCN2CCOCC2)c1 (stereo unspecified)	-10	1	1.5	8	-8	-1.9	0	5	0	-0.2
C(=N\N=C\c1cccs1)/c1cccs1	-16	-2	5.1*	2	-11	1.1	1	-6	-1	-0.1
COc1ccc2oc(C(=O)OCC(=O)NC3CCCC3)c(C)c2c1	3	2	0.2	-6	-5	0.2	0	-13	-6	-0.4
COCCN(CCOC)C(=O)N1CCOCC1	0	2	-1.7	-4	-1	-1.5	0	1	-7	-1.1

Reformatted: four of the compounds above.
Every second line gives: SUMO1-SIM PPI	STEP inh	MsrA inhibitor	NRP1-CendR mod	Scp1 inh	LMPTP inh	DNMT1 block	eLon inh	bovine MsrA act	TbMetRS inhib
- O=C(O)CCc1ccccc1OC(=O)c1ccccc1
    3	-1	0.5	1	-7	-0.5	0	-3	-3	0.7
- O=C(Nc1cccc(Br)c1)/C(=C\c1cccnc1)NC(=O)c1ccco1
    -2	-2	0.7	-3	3	1.5	-5	-4	-6	-1.1
- Cc1ccccc1NC(=O)c1ocnc1C
    -2	-1	0.4	14	-5	-0.2	3	-3	-2	0.4
- O=C(NCCCn1ccnc1)c1cc(-c2cccc(O)c2)on1
    7	-2	-0.7	-10	9	-2.3	2	-7	-10	-1.2

(further entries)
smiles	SUMO1-SIM PPI	STEP inh	MsrA inhibitor	NRP1-CendR mod	Scp1 inh	LMPTP inh	DNMT1 block	eLon inh	bovine MsrA act	TbMetRS inhib
CCOC(=O)C1CCCN(C(=O)c2cc(-c3ccco3)nc3ccccc23)C1 (stereo unspecified)	24	20	0.6	-18	85*	51*	100*	5	-2	-0.2
S=c1[nH]nc(-c2ccco2)n1/N=C/c1ccc(Br)s1	-5	1	3.7	-5	-5	-0.2	6	0	3	-0.4
c1ccc(C[n+]2csc3ccccc32)cc1	2	0	-1.0	-8	0	-1.4	-1	-9	0	0.0
CCCCc1ccc(NC(=O)COCC)cc1	-1	2	-0.8	-6	-2	0.8	0	-1	-1	-1.0
COCCCNC(=O)c1sc2ncnc(N3CCc4ccccc4C3)c2c1C	-5	-1	1.0	-10	0	-1.1	0	0	-10	-1.0
COCCNc1nc2cc(-c3ccccc3C)sc2c(=O)n1C	-4	0	0.9	-12	x	0.0	1	5	-2	-0.1
O=C(NNC(=O)C1CCN(C(=O)Nc2ccccc2)CC1)c1ccc(F)cc1	-3	-1	-1.0	-2	-8	-0.1	0	-6	-1	-0.3
COc1ccccc1OCC(=O)Nc1ccccc1C(=O)N1CCCC1	-7	0	-0.7	6	6	-0.2	1	-2	-1	-1.0
CN(C)S(=O)(=O)c1ccc(N2CCCC2)c(C(=O)Nc2nc(-c3cc(F)ccc3F)cs2)c1	2	0	0.4	-7	-7	1.4	9	10	-2	1.8
O=C(Cc1cccs1)NNC(=S)NC(=O)c1ccco1	-1	2	2.1	-7	1	-0.5	0	-8	0	0.4
O=C(Cn1ncc(N2CCCC2)c(Br)c1=O)c1ccc(Cl)cc1	-12	3	0.8	3	-11	1.6	6	-7	-3	0.3
CCCN1CCN(S(=O)(=O)c2ccc(-n3cnnn3)cc2)CC1	2	-3	0.3	-4	-3	-0.5	5	1	-1	-0.3
O=C1N(c2ccccc2)C(c2ccc(Cl)cc2)N2CCCN12 (stereo unspecified)	-3	-3	-0.5	-8	-1	-2.2	1	3	-2	1.1
COc1ccc(CCNC(=O)CN2C(=O)C(=O)N(C3CCCC3)C2=O)cc1OC	5	-2	0.0	-5	-8	-1.6	1	1	-3	-0.2
O=C(Nc1scc(-c2ccc(F)cc2)c1C(=O)O)c1ccco1	18	12	4.0	5	-8	-1.5	8	4	-2	-0.5
CCOC(=O)N1CCN(CC(=O)Nc2c(C(=O)OC)[nH]c3ccc(Cl)cc23)CC1	-4	-1	0.8	-3	-2	-1.2	-3	3	1	-1.2
Cn1c(N)c(C(=O)COC(=O)C2CCN(S(=O)(=O)c3cccs3)CC2)c(=O)n(C)c1=O	1	2	0.1	7	16	3.4	4	-5	-9	0.1
Cc1ccc(-c2cc(C(=O)NCC3(N(C)C)CCCCC3)c3ccccc3n2)o1	-10	0	1.3	-9	x	0.1	5	-1	-7	-0.3
O=C(/C=C/C(Cl)(Cl)Cl)Nc1ccc(Cl)cc1	1	-2	0.5	2	0	2.8	-2	11	-3	-0.3
CCCN(C)C[C@@H]1OCc2cnnn2CCCC(=O)N([C@H](C)CO)C[C@H]1C	-2	-1	0.4	8	x	-4.4	2	2	1	0.4
O=C(/C=C/c1ccccc1)NCCCNC(=O)/C=C/c1ccccc1	-8	-2	0.3	0	-10	-1.8	-2	-7	-1	-0.8
O=C(CCN1CCCC1)Nc1cccc(Br)c1	-1	-3	0.8	-2	3	-1.5	-2	6	-4	-0.6
Cc1ccc(C(=O)CC(C(=O)O)n2cnc([N+](=O)[O-])n2)cc1 (stereo unspecified)	-3	-2	-1.3	9	-4	-1.3	4	-3	9.4*	-0.4
CC(=O)Nc1nc(C)c(Oc2ccccc2)c(=O)[nH]1	0	-5	-0.6	12	-6	-1.3	3	23*	-3	0.5
Cn1c(=O)c2c(ncn2CC(=O)Nc2cc(S(=O)(=O)N3CCCCC3)ccc2O)n(C)c1=O	6	1	-0.2	9	-5	2.2	0	-10	-2	-0.2

Bioassay records: PubChem BioAssay, several laboratories

Compounds were not picked by outcome. About 4.3% of those tested had a hit in this group.
